Compound activity from PubChem BioAssay.
12-LOX inh = inhibitors of human 12S-lipoxygenase ALOX12. purified 12hLO, xylenol orange hydroperoxide absorbance. Potency, µM (series often up to 108 µM), without a hit: at the top dose activity change, negative = inhibition, usual class: inhibitors. hit rate 1.1% among 580,000. AID 1671190; also: % is scaled to controls: 0 for no effect and ±100 for the full control effect
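Hydroperoxide product was detected by ferrous iron/xylenol orange as the 573 to 405 nm absorbance ratio. Arachidonic acid at 40 uM (final) was turned over for 30 min at room temperature by 150 nM human 12hLO, pH 7.0 Hepes buffer, after 15 min compound preincubation.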
RGS4 inhibitor = inhibitors of human regulator of G protein signaling 4; P49798; Transcreener GDP fluorescence polarization, RGS4-accelerated GTP hydrolysis; Potency, µM (highest dose often 114 µM), for the others: at the top dose activity change, negative = inhibition, usual class: inhibitors; hit rate 0.039% among 390,000; AID 504845; also: % is scaled to controls: 0 for no effect and ±100 for the full control effect; nearly all actives have a fitted effect of over 75% in size; some results filed as inactive show a strong effect at the top dose
Target sequence (P49798 whole entry, looked up): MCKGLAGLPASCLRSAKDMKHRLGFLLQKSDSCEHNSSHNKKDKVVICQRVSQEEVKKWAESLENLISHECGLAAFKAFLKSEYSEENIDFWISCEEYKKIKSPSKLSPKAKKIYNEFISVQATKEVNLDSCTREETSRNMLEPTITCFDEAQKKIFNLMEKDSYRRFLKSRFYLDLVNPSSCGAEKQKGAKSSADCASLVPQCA
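MLSMR compounds (23 nl, pin-transferred) preincubated 10 min at room temperature with a 500nM (2x) first reagent, then RGS4 at 900nM (2x) plus Transcreener GDP mix added; fluorescence polarization (620/688 nm) read before and after 90 min at 30 °C.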
mIDH1 inhibitor = human IDH1 R132H inhibition; O75874; IDH1-R132H enzyme, NADPH consumption, diaphorase/resazurin fluorescence; Potency, µM (series often up to 76.6 µM), without a hit: top-dose activity change, negative = inhibition, actives largely listed as inhibitors; hit rate 0.093% among 390,000; also: % is scaled to controls: 0 for no effect and ±100 for the full control effect; nearly all actives have a fitted effect of over 65% in size
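IDH1-R132H (0.5 ug/mL) preincubated 30 min with compound, then NADPH (0.016 mM) and alpha-KG (2 mM) added; 80 min at RT, pH 7.5. Remaining NADPH coupled via diaphorase/resazurin to fluorescence (540/590 nm); concentration-response curves normalized to no-enzyme control.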
RXFP1 ag = agonists of human relaxin receptor RXFP1; Q9HBX9; HEK293T-RXFP1 cAMP TR-FRET, 30 min; response scale: percent of porcine relaxin response, buffer zero; Potency, µM (series often up to 57.5 µM), without a hit: top-dose activation, usual class: activators; hit rate 0.3% among 370,000; AID 2676; also: % is scaled to controls: 0 for no effect and ±100 for the full control effect; nearly all actives have a fitted effect of over 60% in size; many of its hits are not listed in these tables
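HEK293 cells stably expressing RXFP1, treated 30 min at 37C with compounds plus PDE4 inhibitor Ro 20174; cAMP measured by HTRF TR-FRET. Normalized to buffer and 29 nM porcine relaxin; EC50 by Hill fit.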
USP1-UAF1 inh = blocks the human USP1/UAF1 deubiquitinase complex | AID 743255 | Potency, µM (series often up to 57.1 µM), for inactives: top-dose activity change, negative = inhibition, most hits filed as inhibitors | recombinant USP1/UAF1, Ub-Rhodamine cleavage fluorescence | hit rate 0.23% among 390,000; also: % is scaled to controls: 0 for no effect and ±100 for the full control effect; nearly all actives have a fitted effect of over 60% in size; inactives centre near -12
Target sequence (O94782 whole entry, looked up): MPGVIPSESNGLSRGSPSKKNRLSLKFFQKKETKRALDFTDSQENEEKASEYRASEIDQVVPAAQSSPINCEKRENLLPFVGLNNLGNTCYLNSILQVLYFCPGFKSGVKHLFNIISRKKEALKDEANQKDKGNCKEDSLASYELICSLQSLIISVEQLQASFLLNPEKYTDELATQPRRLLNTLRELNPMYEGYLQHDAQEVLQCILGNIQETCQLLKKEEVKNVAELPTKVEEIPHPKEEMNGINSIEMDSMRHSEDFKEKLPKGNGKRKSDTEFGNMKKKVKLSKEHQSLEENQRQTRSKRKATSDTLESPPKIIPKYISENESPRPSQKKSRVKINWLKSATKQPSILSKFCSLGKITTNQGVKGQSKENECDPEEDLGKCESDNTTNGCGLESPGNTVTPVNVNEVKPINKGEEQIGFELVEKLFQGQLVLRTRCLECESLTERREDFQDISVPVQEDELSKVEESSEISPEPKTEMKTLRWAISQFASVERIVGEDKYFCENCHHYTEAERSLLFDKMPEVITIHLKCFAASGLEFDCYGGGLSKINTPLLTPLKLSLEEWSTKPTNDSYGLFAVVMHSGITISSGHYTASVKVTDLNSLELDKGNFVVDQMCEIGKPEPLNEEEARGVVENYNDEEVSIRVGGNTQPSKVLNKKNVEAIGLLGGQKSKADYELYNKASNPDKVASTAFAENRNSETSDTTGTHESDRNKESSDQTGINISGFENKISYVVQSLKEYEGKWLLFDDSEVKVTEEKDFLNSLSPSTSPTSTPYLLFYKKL
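USP1/UAF1 complex at 1 nM was preincubated with compound for 15 min at room temperature, then Ub-Rho substrate (150nM final) was added. Fluorescence (480/540 nm) was read kinetically, 6 reads every 60 seconds.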
Vif-APOBEC3G blk = Vif-A3G binding inhibition. Q9HC16. HeLa A3G-eYFP + Vif (tagged APOBEC3G with the HIV-1 protein that degrades it), YFP fluorescence, overnight. Potency, µM (doses to about 46.1 µM), without a hit: at the highest dose activity, negative = active, most hits filed as inhibitors. hit rate 0.076% among 410,000;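 also: % is scaled to controls: 0 for no effect and ±100 for the full control effect; nearly all actives have a fitted effect of over 60% in size; hits raise eYFP signal because A3G escapes Vif-driven loss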
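HeLa cells stably expressing Vif and C-terminally eYFP-tagged A3G, seeded overnight at 37 deg C, then exposed to compound by pintool overnight at 37 deg C. Rise in yellow fluorescence (Ex 488/Em 500-530, Acumen) marks blocked Vif-driven A3G degradation.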
rTrxR1 inhibitor = blocks rat thioredoxin reductase 1. O89049. recombinant rTrxR1, NADPH fluorescence consumption, selenite substrate. Potency, µM (titrated, usually from 114 µM), without a hit: at the top dose activity change, negative = inhibition, most hits filed as inhibitors. hit rate 1% among 390,000; also: % is scaled to controls: 0 for no effect and ±100 for the full control effect; nearly all actives have a fitted effect of over 65% in size
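Rat TrxR1 (90 nM in the dispensed reagent) was pre-reduced with 400 uM NADPH for 5 min at room temperature, then incubated with compound for 15 min. After 400 uM selenite was added, NADPH fluorescence (Ex 340/Em 450 nm) was followed for 8 min.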
Vif-APOBEC3F blk = blocks the Vif interaction with APOBEC3F | HeLa A3F-eYFP + Vif (tagged APOBEC3F with the HIV-1 protein that degrades it), YFP fluorescence increase | Potency, µM (titrated, usually from 46.1 µM), inactives show at the highest dose activity, negative = active | hit rate 0.2% among 390,000 | AID 602313; also: % of control where 0% means no effect; nearly all actives have a fitted effect of over 65% in size
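Fluorescence increase (Ex 488/Em 500-530) after overnight compound treatment at 37 deg C flags inhibition of Vif-driven A3F-eYFP loss in stable HeLa A3F-eYFP/Vif cells seeded overnight beforehand.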
TrxR1 substrate = substrates of rat thioredoxin reductase 1; O89049; purified TrxR1 substrate turnover, NADPH consumption readout; Potency, µM (top dose mostly 114 µM), for the others: top-dose activity change, negative = substrate turnover; hit rate 0.01% among 390,000; also: % is scaled to controls: 0 for no effect and ±100 for the full control effect; nearly all actives have a fitted effect of over 50% in size
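Rat TrxR1, dispensed at 90 nM, was prereduced with 400 uM NADPH (final) for 5 min at ~22 deg C, then incubated with compound 15 min before 400 uM selenite. A first-read NADPH fluorescence drop versus no-compound background flagged substrates.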
The depositor's hits bear a star; i = inactive; u = inconclusive; & = joins results of further samples; [ ] = another dose, or the depositor's remark. Calls follow the shape of the dose curve; as a rule, active = well fitted curve in the direction sought with a large enough effect; inconclusive = small, poorly fitted or top-dose-only effect, or another doubt; inactive = no such curve, though single readings can be large; an effect the other way counts as inactive or inconclusive. Potency is read from the fitted curve at half-maximal effect. These rows are one share of the data; the hit share may differ from the screen's.

SMILES	12-LOX inh	RGS4 inhibitor	mIDH1 inhibitor	RXFP1 ag	USP1-UAF1 inh	Vif-APOBEC3G blk	rTrxR1 inhibitor	Vif-APOBEC3F blk	TrxR1 substrate
Cc1ccc(S(=O)(=O)c2c(CO)c(-c3ccccc3)nn2C)cc1	-19.9%	1.5%	10.7%	2.0%	-13.0%	-9.3%	10.4%[57.1 µM]	3.9%	5.8%[57.1 µM]
O=C(NCc1ccco1)c1noc2c1CCCC2	11.3%	-13.5%	0.9%	-0.5%	-17.1%	-17.2%	5.5%	-11.7%	2.5%
c1ccc(Cn2nnnc2C(c2cccs2)N2CCCCCC2)cc1 (stereo not given)	u	6.7%	8.7%	1.8%	-11.1%	-1.5%	22.4%	3.3%	6.9%
Cc1cc(F)ccc1S(=O)(=O)Nc1ncnc2scc(-c3ccc(F)cc3)c12	-26.3%	12.3%	13.1%	-0.8%	-4.1%	0.0%	-5.0%[57.1 µM]	11.2%	-5.9%
O=C(CSCc1ccccc1)Nc1ccc(S(=O)(=O)Nc2ncccn2)cc1	-23.9%	-8.3%	-7.1%	1.7%	-0.8%	-0.7%	3.0%	-16.9%	-1.7%
CCOC(=O)/C(C#N)=C/c1cc2ccccc2nc1Cl	u	-14.4%	8.3%	3.5%	-6.7%	-5.3%	-6.8%	-0.4%	-0.5%
NC(=O)NC(=O)CC1S/C(=N/N=C/c2ccccc2)NC1=O (stereo not given)	0.0%	-4.9%	16.4%	0.2%	-14.1%	-2.2%	-10.4%	10.7%	-12.5%
O=C(CSc1nnc(NC(=O)c2c(F)cccc2F)s1)NCc1ccco1	-22.5%	-6.3%	-2.3%	-0.6%	-21.0%	-4.7%	-16.1%	-4.0%	-11.0%
O=C(C#Cc1ccccc1)c1ccco1	-15.2%	u	11.2%	-2.2%	u	-24.1%	0.251µM*	-6.0%	-0.8%
O=C(O)C(Cc1c[nH]c2ccccc12)N1CCS(=O)(=O)CC1 (stereo not given)	3.8%	-13.5%	5.8%	-0.1%	-5.7%	2.5%	11.0%[57.1 µM]	-3.1%	12.1%
CN(C(=O)CSc1nnc(-c2ccc(OC(F)F)cc2)n1N)C1CCS(=O)(=O)C1 (stereo not given)	-17.7%	-4.7%	0.9%	-1.2%	3.9%	0.7%	6.3%	6.2%	-6.4%
COc1c(Br)cc([N+](=O)[O-])c(OC)c1C(=O)NC(=O)Nc1nc(C)cc(C)n1	-35.4%	8.7%	-8.0%	-2.1%	-5.3%	1.9%	8.8%	-1.3%	-2.2%
CCCc1nc(N)c(C#N)c(N)c1C#N	-2.0%	10.9%	-2.4%	1.8%	1.9%	1.9%	-23.2%	0.6%	-3.9%[57.1 µM]
CCc1cccc(C)c1NC(=O)CCCN1C(=O)NC(C)(C)C1=O	-2.5%	3.5%	-7.0%	2.3%	-21.9%	0.1%	16.3%	-4.5%	5.7%
COCC(=O)Nc1ccccc1C#N	20.8%	-17.8%	-3.9%	1.7%	-9.2%	-0.2%	9.5%[57.1 µM]	-1.1%	1.1%[57.1 µM]
Cc1ccc(C(=O)CC(=O)c2cccc(F)c2)c(O)c1	8.5%	13.8%[56.9 µM]	-5.2%	-0.2%	-18.7%	-4.3%	1.0%	-6.3%	-7.5%
O=C(COc1ccc(Cl)cc1Cl)N/N=C/C1CC=CCC1 (stereo not given)	i	15.5%	5.7%	2.1%	-15.0%	-0.2%	-5.9%	-1.0%	-8.8%
Cc1cc(C(=O)NCC2CCCCC2)ccc1[N+](=O)[O-]	-24.9%	0.7%	0.1%	-1.7%	-7.2%	-6.1%	18.6%	2.7%	0.7%
Cc1cc(C)n(-c2cc(Oc3ccccc3)ncn2)n1	0.0%	-28.6%	5.3%	0.2%	-3.8%	-9.5%	1.2%[57.1 µM]	-6.8%	18.5%[57.1 µM]
CCOCCCN1CN(Cc2ccccc2)CNC1=S	-22.4%	17.3%	5.6%	1.2%	1.6%	0.7%	7.3%	u	2.4%
Cc1coc2c1c(C)cc1oc(=O)c(CC(=O)NCc3ccc(Cl)cc3)c(C)c12	-11.4%	27.0%	-9.1%	0.7%	-12.8%	4.0%	-13.6%	-2.1%	-9.6%
COc1cccc(C2=NOC(C(=O)NCc3cccnc3)C2)c1 (stereo not given)	i	-9.5%[56.9 µM]	-7.2%	6.4%	-23.7%	-20.2%	-5.9%	6.6%	-5.2%
Cc1cccc(N2CCN(C(=O)C3CCN(S(=O)(=O)c4c(C)noc4/C=C/c4ccccc4F)CC3)CC2)c1C	-14.7%	-19.6%	-4.7%	-1.3%	-11.1%	4.7%	24.8%[57.1 µM]	7.1%	3.7%[57.1 µM]
CC(C)CC1Nc2ncnc(N3CCN(c4ccccn4)CC3)c2N(Cc2ccc(Br)cc2)C1=O (stereo not given)	-8.9%	-5.3%	1.8%	0.5%	-33.5%	-1.4%&-7.2%	15.5%[57.1 µM]	1.5%	2.3%
COc1cccc(C2OC(=O)c3ccccc3N2C(C)=O)c1OC(C)=O (stereo not given)	u	5.9%	11.5%	0.4%	0.2%	-3.5%	-12.1%	2.8%	-4.9%
Cc1cccc(NS(=O)(=O)c2coc(C(N)=O)c2)c1C	373.1%[activator]	-24.9%	10.4%	1.9%	-16.0%	0.4%	1.1%[57.1 µM]	2.2%	-9.8%[57.1 µM]
NS(=O)(=O)c1ccc(CNC(=S)NC2CC2)cc1	u	-36.3%	5.3%	-1.4%	-18.9%	0.1%	29.5%[57.1 µM]	0.1%	-13.9%[57.1 µM]
Cc1ccccc1-c1nc(CN2CCC(C(=O)NC3CC3)CC2)c(C)o1	-13.7%	18.2%[11.4 µM]	-6.5%	0.1%	-10.7%	-6.1%	8.9%	-11.4%	3.6%
O=[N+]([O-])C1=C(Nc2cccc3ccccc23)CS(=O)(=O)C1	-10.3%	-9.7%	5.5%	0.5%	-12.3%	-5.5%	u	-2.0%	5.1%[57.1 µM]
Cc1ccc(CSCc2ccc(C(=O)O)o2)cc1	0.3%	4.9%	-8.4%	-0.3%	-6.4%	0.7%	0.1%	0.2%	-2.1%
O=C(Nc1ccc2nc(SCc3ccc(Cl)cc3)sc2c1)c1ccccc1C(=O)N1CCOCC1	-6.2%	2.4%	3.1%	1.8%	-20.8%	-13.7%	7.3%	-14.0%	10.9%
Cc1nn2c(NCc3ccccn3)cc(C(C)(C)C)nc2c1-c1ccccc1	0.0%	17.9%	1.5%	0.4%	-6.4%	-4.4%	25.9%	0.0%	34.1%[activator]
OCCN1CCN(c2ncnc3c2cnn3-c2cccc(Cl)c2)CC1	-17.1%	13.1%	-5.9%	-2.5%	-9.5%	-1.6%	23.0%[57.1 µM]	-6.2%	5.4%[57.1 µM]
CC(NC(=O)COC(=O)c1cccs1)c1ccccc1 (stereo not given)	16.6%	4.6%	-5.2%	-0.6%	1.3%	0.7%	-17.8%	-13.0%	-6.4%
CCCOc1ccc(C(=O)N(Cc2ccco2)Cc2ccco2)cc1	-18.3%	-18.4%	18.0%	1.3%	-14.3%	0.1%	2.8%	3.1%	-6.5%
CCCCNc1nc2ccccc2[nH]1	0.0%	-20.8%	6.1%	2.3%	-10.1%	-7.3%	33.0%[activator][57.1 µM]	-1.5%	2.1%[57.1 µM]
O=C(NNC(=O)C12CC3CC(CC(C3)C1)C2)c1ccco1	-20.1%	1.9%	0.0%	0.0%	-19.9%	-10.6%	9.0%[57.1 µM]	-9.2%	1.5%[57.1 µM]
CC(=O)N1N=C(c2ccco2)CC1c1ccc(C)cc1 (stereo not given)	-12.0%	-3.3%	2.2%	0.7%	-16.8%	6.0%	u	7.8%	-4.2%
CCn1c(SCC(=O)Nc2ccccc2F)nnc1-c1cnccn1	0.0%	-1.9%[56.9 µM]	12.5%	0.3%	-18.1%	1.2%	14.5%[57.1 µM]	5.8%	5.0%[57.1 µM]
Cc1ccc(OCCC(=O)NNC(=O)c2nn(C)c(=O)c3ccccc23)cc1	1.5%	-31.2%	0.4%	0.0%	-13.8%	6.7%	7.2%	-4.4%	0.1%
O=S(=O)(c1ccc(S(=O)(=O)N2CCOCC2)cc1)N1CCCC1	u	13.4%	-2.7%	-1.2%	-11.1%	6.6%	24.0%[57.1 µM]	-2.4%	11.0%[57.1 µM]
CCN1CC2=C(OC(N)=C(C#N)C2c2ccccc2)/C(=C\c2ccccc2)C1 (stereo not given)	u	u	-2.6%	0.1%	-17.2%	-8.1%	-21.8%[57.1 µM]	-1.8%	3.5%[57.1 µM]
CCOC(=O)c1c(S(=O)(=O)N2CCCC(C(=O)NCc3ccccc3Cl)C2)c(C)n(C)c1C (stereo not given)	u	17.7%	0.0%	-3.4%	-19.1%	2.8%	12.4%[57.1 µM]	2.2%	-4.2%[57.1 µM]
